# Screens: PubChem BioAssay, National Center for Advancing Translational Sciences (NCATS)
# Giardia kill: Giardia lamblia killing. Giardia lamblia trophozoite viability. activity change, % at 7.66 µM, hits read low. 340,000 tested, 0.15% active. AID 540267; in the data active = activity change below about -80%; inconclusive = between about -30% and that limit;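 note: parasites exposed to compound for two days anaerobically before the ATP read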
#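 Luminescent ATP signal served as the viability read-out, measured 15-30 min after adding ATP detection reagent to trophozoites that had been incubated with compounds for 48 hrs at 37 deg C anaerobically at 100 cells/well.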
# Eya2 inh: inhibitors of human Eya2 phosphatase activity. 330,000 tested, 0.006% active. AID 488837. Potency, µM (highest dose often 76.9 µM), for the others: top-dose activity, negative = inhibition, actives largely listed as inhibitors. O00167. recombinant Eya2, OMFP fluorescence dephosphorylation (OMFP is methylfluorescein phosphate); note: potency is the fitted concentration of half-maximal effect
#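 Eya2 (0.2 uM) preincubated 10 min at ambient with compound, then OMFP substrate added at 50 uM; 10 min reaction in 50 mM HEPES pH 7.5, 50 mM NaCl, 5 uM MgCl2, 0.05% BSA, 1 mM DTT. Fluorescence read at Ex 485/Em 525 nm.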
# GALK inhibitor: blocks human galactokinase activity. P51570. Purified GALK, Kinase-Glo residual ATP luminescence. Potency, µM (top dose mostly 57.5 µM), for inactives: at the top dose activity change, negative = inhibition, actives largely listed as inhibitors. 270,000 tested, 0.007% active; note: potency is the fitted concentration of half-maximal effect
# Target sequence (P51570 whole entry, looked up): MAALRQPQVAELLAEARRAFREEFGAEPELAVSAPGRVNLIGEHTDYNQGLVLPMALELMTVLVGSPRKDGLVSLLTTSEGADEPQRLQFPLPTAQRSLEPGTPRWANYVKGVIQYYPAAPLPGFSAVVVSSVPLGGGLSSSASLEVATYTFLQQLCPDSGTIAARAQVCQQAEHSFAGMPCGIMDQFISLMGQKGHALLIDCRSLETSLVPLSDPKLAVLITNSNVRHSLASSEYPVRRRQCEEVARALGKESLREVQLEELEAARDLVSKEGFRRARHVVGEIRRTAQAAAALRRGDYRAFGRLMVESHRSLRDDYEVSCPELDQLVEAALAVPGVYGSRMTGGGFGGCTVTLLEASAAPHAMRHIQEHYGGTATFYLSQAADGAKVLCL
#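 5 nM enzyme, 35 uM ATP, 100 uM galactose, 20 mM HEPES pH8.0, 5 mM MgCl2; 1 h RT; residual ATP by Kinase-Glo Plus luminescence, qHTS format.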
# USP2a block: blocks human ubiquitin-specific protease USP2a. USP2 core, Ub-CHOP2 coupled fluorogenic reporter, 485/531. O75604. Potency, µM (top dose mostly 38.3 µM), inactives show at the top dose activity change, negative = inhibition, hits mostly inhibitors. 330,000 tested, 0.01% active;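 note: potency is the fitted concentration of half-maximal effect; plate controls were DMSO wells for no effect and full inhibition by NEM control for full effect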
#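 Cell-free coupled assay: 10nM USP2 core preincubated 30min RT with compound in Tris-HCl pH 8.0/CaCl2/CHAPS buffer, then 25nM Ub-CHOP2 and 25nM reporter substrate; fluorescence (Ex 485/Em 531) read after 60min RT, normalized to NEM inhibition, concentration-response curves fitted.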
# KCNH2 3.1 inh: blocks the human KCNH2 3.1 channel isoform. U2OS KCNH2 3.1, thallium flux FluxOr; stronger effect = lower value. activity change, % (tested at about 1.8 µM). 340,000 tested, 0.95% active. AID 720553;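 active = maximum activity change below -70%; inconclusive = maximum activity change from -70% to -50%; inactive = maximum activity change above -50%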;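 note: thallium influx rate constant from kinetic fluorescence after stimulation buffer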
#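 FluxOr-based Tl+ influx in U2OS cells transduced with KCNH2 3.1 virus; rate constants normalized to DMSO controls.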
# Chronic BCR inh: chronic active BCR signaling inhibition | ABC-DLBCL IkBa-CBG/CBR reporter, luminescence ratio, 4 h | Potency, µM (doses to about 46.1 µM), for inactives: at the highest dose ratio change, negative = lower green/red ratio, actives largely listed as inhibitors | 340,000 tested, 0.05% active | AID 493014; active = well fitted inhibition curve with a large enough effect in the signal ratio, with a control signal flat, not every such curve was filed as active; inconclusive = small, poorly fitted or top-dose-only effect, or effect the other way, or a change in a side signal; the % refers to the signal ratio;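 note: potency is the fitted concentration of half-maximal effect; plate controls were basal doxycycline-induced cells for no effect and cells given 10 µM MG132 for full effect; MG132 reads +100%, hits lower the ratio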
#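 Doxycycline induced both beetle luciferases in TMD8 lymphoma cells; IKK-driven degradation limits the IkappaBalpha-fused green signal, while red luminescence normalises for cell number and nonspecific effects. Compounds tested up to 46 uM, 4 hrs.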
# Coupling enz: inhibits coupling enzyme system, counter-screen for aldolase hits; 290,000 tested, 0.67% active; coupling enzyme system counterscreen, AmpLite Red fluorescence; activity change, negative = inhibition, % at 58.2 µM, hits read low; AID 2472; in the data active = activity change below about -30%
#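 Coupling enzymes only (glyceraldehyde-3-phosphate) + compound, at 57.5 uM final, 10 min RT; add substrate/coupling/AmpLite Red mix, 20 min RT; fluorescence ex 525/em 598 nm. Actives flag coupling-system interference.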
# hERG WT inh: KCNH2 (human, wildtype) channel inhibition; Q12809; U2OS, BacMam KCNH2, thallium flux FluxOr; stronger effect = lower value; activity change, % at 1.84 µM; 340,000 tested, 0.37% active;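 active = maximum activity change below -70%; inconclusive = maximum activity change between -70% and -50%; inactive = maximum activity change above -50%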
#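 U2OS cells were transduced with wild-type KCNH2 virus (2.03 x 10^8 / mL) for 4 h at room temperature, then cultured overnight at 37 C. Thallium flux was read with FluxOr dye. Rate constants were normalized to DMSO controls.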
# uPA surface inh: inhibitors of cell surface uPA generation; cell surface uPA generation assay, qHTS; Potency, µM (highest dose often 38.3 µM), for the others: at the highest dose activity change, negative = inhibition, most hits filed as inhibitors; 330,000 tested, 0.31% active; AID 540303; active = well fitted inhibition curve with a large enough effect; inconclusive = small, poorly fitted or top-dose-only effect; inactive = no such curve, though single readings can be large or run the other way; tested in mouse RAW 264.7 cells; note: potency is the fitted concentration of half-maximal effect; nearly all actives have a fitted effect of over 55% in size
# B2AR arrestin: recruits beta-arrestin to the human beta2-adrenergic receptor; P07550; beta-arrestin recruitment to beta2AR, cell-based reporter; Potency, µM (doses to about 46.1 µM), without a hit: at the top dose activation, hits mostly activators; 330,000 tested, 0.02% active;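 note: potency is the fitted concentration of half-maximal effect; 0% = DMSO controls and full agonism = EC100 isoproterenol or metaproterenol; nearly all actives have a fitted effect of over 65% in size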
# Target sequence (P07550 whole entry, looked up): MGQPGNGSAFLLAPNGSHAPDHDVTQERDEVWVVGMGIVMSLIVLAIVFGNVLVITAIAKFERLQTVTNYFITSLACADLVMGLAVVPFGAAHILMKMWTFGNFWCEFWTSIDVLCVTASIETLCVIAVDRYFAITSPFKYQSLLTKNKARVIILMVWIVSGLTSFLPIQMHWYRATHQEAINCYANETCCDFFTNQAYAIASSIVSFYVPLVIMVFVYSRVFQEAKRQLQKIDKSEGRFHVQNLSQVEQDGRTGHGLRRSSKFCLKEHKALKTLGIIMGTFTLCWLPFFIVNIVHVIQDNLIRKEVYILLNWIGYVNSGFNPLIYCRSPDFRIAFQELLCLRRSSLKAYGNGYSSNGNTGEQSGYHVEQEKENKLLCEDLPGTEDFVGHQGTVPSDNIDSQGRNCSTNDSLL
# PKM2 act: PKM2 (human) enzyme activation; purified PKM2, Kinase-Glo ATP luminescence, activation; response scale: 0% is enzyme alone, no compound; P14618; Potency, µM (top dose mostly 57.5 µM), inactives show at the highest dose activation, hits mostly activators; 260,000 tested, 0.34% active; note: potency is the fitted concentration of half-maximal effect; nearly all actives have a fitted effect of over 55% in size
#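 Purified hPK-M2 (>95% pure) converted ADP (0.1 mM final) to ATP with 0.5 mM PEP in 50 mM imidazole pH7.2, KCl, MgCl2, Tween 20, BSA; 1 h at room temperature. ATP detected by Kinase-Glo luminescence.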
# The depositor's hits bear a star; ? = inconclusive; . = no result given; & = joins results of further samples. Unless noted, calls come from the whole dose curve; as a rule, active = well fitted curve in the direction sought with a large enough effect; inconclusive = small, poorly fitted or top-dose-only effect, or another doubt; inactive = no such curve, though single readings can be large; an effect the other way counts as inactive or inconclusive. Unless noted, % is set by controls: 0 for no effect and ±100 for the full control effect. The order is random; any-hit rate near 2.4%.
SMILES	Giardia kill	Eya2 inh	GALK inhibitor	USP2a block	KCNH2 3.1 inh	Chronic BCR inh	Coupling enz	hERG WT inh	uPA surface inh	B2AR arrestin	PKM2 act
COCCNC(=O)NC(=O)CN1CCCc2ccccc21	-7	-20%	1%	13%	20	1%	-1	-8	0%	-0.1%	4%
CCOC(=O)[C@H]1[C@H]2COc3ccc(OC)cc3[C@@H]2N2C(=O)c3ccc(Cl)cc3NC(=O)[C@@]12C	-17	7%	.	3%	-12	1%	.	0	-7%	-0.8%	.
CCOC(=O)N1CCN(c2c(N3CCN(c4cc(C)ccc4C)CC3)c(=O)c2=O)CC1	-11	1%	2%	0%	-2	2%	1	9	12%	0.1%	3%
CN(C)C(CNC(=O)c1cccc(S(=O)(=O)Nc2ccc(Br)cc2)c1)c1ccco1 (configuration not stated)	26	-20%	.	-2%	4	13%	.	2	1%	-0.1%	.
O=C(c1ccc(F)cc1F)N1CCN(c2n[nH]c(=O)[nH]c2=O)CC1	4	-14%	5%	-1%	5	-20%	7	-2	1%	-0.7%	-5%
CC1(OC(=O)CCc2ccccc2)C(=O)C=C2C=C(c3ccsc3)OC=C2C1=O (configuration not stated)	.	1%	0%	7%	.	7%	5&-2	.	.	0.4%	3%
CN1CCCN(c2ccc([N+](=O)[O-])cc2)CC1	-12	6%	-1%	10%	8	-17%	1	7	17%	-0.2%	1%
OCCN1CCN(CC#CCn2c3ccccc3c3ccccc32)CC1	19	-4%	2%	3%	39	?	3	6	12%	0.0%	-2%
COc1cc(Br)c(CCNC(=O)c2ccco2)cc1OC	14	-3%	3%	0%	11	1%	6	.	-4%	-0.1%	-4%
COc1ccc(-n2nc3c(c2NC(=O)CCl)CSC3)cc1	-1	5%	-3%	1%	2	?	-2	3	4%	-0.1%	.
COc1ccc(NC(=O)CCNS(=O)(=O)c2ccc3c(c2)c(=O)n(C)c(=O)n3C)cc1OC	?	2%	4%	4%	4	-9%	-3	-16	4%	0.3%	5%
CCOC(=O)c1sc2cccc(F)c2c1N	-16	9%	0%	0%	5	-1%	-1	-9	0%	-0.1%	-7%
Cc1cc(C)c2oc(C(=O)N(Cc3ccccc3)C3CCS(=O)(=O)C3)cc(=O)c2c1 (configuration not stated)	23	0%	-1%	1%	14	-5%	-1	2	0%	-0.7%	1%
CCN(C1CCCCC1)S(=O)(=O)c1ccc(S(=O)(=O)NCc2ccncc2)cc1	-16	-9%	-3%	4%	-3	4%	1	-15	-12%	-0.4%	3%
C/C(=N\O)c1ccc(Cl)c(Cl)c1	-2	1%	0%	1%	5	-7%	1	-4	3%	-0.7%	0%
C=C(C)CN(CC)CCC(=O)Nc1ccc(OC)cc1OC	13	-1%	3%	2%	-12	19%	0	9	.	0.0%	-7%
COc1ccc(C2C(C(=O)Nc3cc(C)on3)c3ccccc3C(=O)N2C)cc1 (configuration not stated)	-5	2%	-4%	3%	5	2%	5	-5	0%	-0.8%	2%
C#Cc1ccc([C@@H]2C=C(C(=O)NCc3nc4ccccc4[nH]3)O[C@H](OCC)[C@H]2CCCO)cc1	-16	?	0%	-9%	-11	?	11	18	5%	-1.1%	0%
Cc1c(C(=O)NCc2ccc(S(N)(=O)=O)cc2)oc2ccc(Cl)cc12	-8	5%	-1%	0%	-1	0%	1	2	7%	0.0%	-6%
COc1ccc(CCNC(=O)C2Cc3ccccc3C(=O)O2)cc1 (configuration not stated)	1	9%	7%	-2%	11	?	2	2	-3%	0.1%	0%

# Given with values under each structure: entries from further up
# Every second line gives: Giardia kill	Eya2 inh	GALK inhibitor	USP2a block	KCNH2 3.1 inh	Chronic BCR inh	Coupling enz	hERG WT inh	uPA surface inh	B2AR arrestin	PKM2 act
- Cc1cc(C)c2oc(C(=O)N(Cc3ccccc3)C3CCS(=O)(=O)C3)cc(=O)c2c1 (configuration not stated)
 : 23	0%	-1%	1%	14	-5%	-1	2	0%	-0.7%	1%
- CCN(C1CCCCC1)S(=O)(=O)c1ccc(S(=O)(=O)NCc2ccncc2)cc1
 : -16	-9%	-3%	4%	-3	4%	1	-15	-12%	-0.4%	3%

# More records.
SMILES	Giardia kill	Eya2 inh	GALK inhibitor	USP2a block	KCNH2 3.1 inh	Chronic BCR inh	Coupling enz	hERG WT inh	uPA surface inh	B2AR arrestin	PKM2 act
CCc1nnc(NC(=O)CSc2nc(-c3ccc(OC)cc3)ns2)s1	5	-19%	1%	1%	-12	?	2	-12	0%	-0.1%	13%
C/C(=N/NC(=O)c1cc2ccccc2cc1O)C1C(=O)c2ccccc2C1=O	-2	6%	-6%	?	0	?	5	7	8%	0.2%	-7%
CS(=O)(=O)n1nc(OC(=O)c2cccc3ccccc23)cc1N	14	13%	-3%	-1%	.	?	-2	-30	-4%	3.7%	0%
O=C(CCSc1ccccc1)Nc1nc2c(s1)CCCC2	4	-20%	-3%	1%	-13	?	1	2	.	-0.2%	2%
O=C(COc1ccc(Cl)cc1)NCCNC(=O)c1ccccn1	17	5%	-1%	2%	-9	2%	-1	-4	-1%	-0.5%	.
Cc1ccc(N2C(=O)c3ccccc3C(C)(C)C2=O)cc1	8	0%	-7%	1%	-5	4%	2	5	5%	-0.6%	-2%
Cn1c(SC2=CS(=O)(=O)c3ccccc32)nc2ccccc21	-9	-23%	-3%	1%	-21	?	1	16	0%	-0.3%	-2%
O=C(CCN1CCOCC1)Nc1c(-c2ccccc2)c2cc(Br)ccc2[nH]c1=O	9	-19%	1%	-1%	-12	1%	-1	-15	-3%	-0.1%	-2%
CC(C)(C)N1C(=O)c2ccccc2NC(=O)N1Cc1ccccc1	-15	-3%	0%	1%	-4	2%	3	2	0%	0.0%	-2%
O=C(c1ccc(COc2ccccc2Cl)o1)N1CCN(c2ccccc2)CC1	11	-7%	0%	0%	-2	-4%	1	-1	1%	0.6%	13%

# By substructure: the compounds so far with four or more nitrogen atoms.
SMILES	Giardia kill	Eya2 inh	GALK inhibitor	USP2a block	KCNH2 3.1 inh	Chronic BCR inh	Coupling enz	hERG WT inh	uPA surface inh	B2AR arrestin	PKM2 act
CCOC(=O)N1CCN(c2c(N3CCN(c4cc(C)ccc4C)CC3)c(=O)c2=O)CC1	-11	1%	2%	0%	-2	2%	1	9	12%	0.1%	3%
O=C(c1ccc(F)cc1F)N1CCN(c2n[nH]c(=O)[nH]c2=O)CC1	4	-14%	5%	-1%	5	-20%	7	-2	1%	-0.7%	-5%
COc1ccc(NC(=O)CCNS(=O)(=O)c2ccc3c(c2)c(=O)n(C)c(=O)n3C)cc1OC	?	2%	4%	4%	4	-9%	-3	-16	4%	0.3%	5%
CCc1nnc(NC(=O)CSc2nc(-c3ccc(OC)cc3)ns2)s1	5	-19%	1%	1%	-12	?	2	-12	0%	-0.1%	13%

# (more compounds)
SMILES	Giardia kill	Eya2 inh	GALK inhibitor	USP2a block	KCNH2 3.1 inh	Chronic BCR inh	Coupling enz	hERG WT inh	uPA surface inh	B2AR arrestin	PKM2 act
CCN(CC)S(=O)(=O)c1ccc(N2CCN(c3cccc(OC)c3)CC2)c([N+](=O)[O-])c1	3	-10%	3%	6%	-2	0%	0	7	-3%	-0.3%	-1%
Cc1ccc(-n2c(SCC(=O)Nc3ccc4c5c(cccc35)CC4)nc(O)c(C)c2=O)cc1	9	2%	-7%	0%	-14	-1%	11	-1	1%	-0.2%	-9%
COc1cc(C2Nc3ccccc3C(=O)N2c2ccccc2)c(Br)cc1OCC(=O)O (configuration not stated)	-3	-3%	.	4%	25	?	12	-1	1%	0.1%	-3%
Cc1ccc(NC(=O)CN2C(=O)C3C4C=CC(C4)C3C2=O)cc1S(=O)(=O)N(C)C (configuration not stated)	21	-1%	0%	0%	5	-11%	-2	-2	-3%	-0.3%	-1%
O=C(CCCC(=O)OCC(=O)c1ccc(F)cc1)Nc1cc(C(F)(F)F)ccc1Cl	-8	-9%	0%	0%	-6	3%	-2	3	.	0.4%	-17%
